FN deposition inh: fibronectin deposition inhibition; AH1F fibroblasts, Alexa488-fibronectin deposition fluorescence, overnight; inhibition, % at 12.6 µM; 350,000 compounds, 0.086% hits; AID 743247;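 active = mean inhibition across replicates of 30% or more, regardless of how many single replicates reach that level; inconclusive = mean under 30% yet at least half of replicates reach 30%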;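 note: positive control wells lacked labelled fibronectin entirely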
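Schedule: 1 h cell adhesion before compound, then overnight fibronectin incubation; test system: AH1F fibroblast monolayer depositing Alexa488-labelled fibronectin into matrix; quantity: 10000 AH1F cells per well; probe or stimulus: fluorescent fibronectin at 24 nM final; signal: fluorescence, ex 485 nm, em 525 nm; evaluation: percent inhibition as loss of matrix-bound fibronectin fluorescence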
EWS-Fli inh: inhibitors of EWS/Fli oncoprotein transcriptional activity | A673 NR0B1-luciferase reporter, viability-normalised | 350,000 compounds, 0.67% hits | inhibition, % at 12.6 µM | AID 651661;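 active = mean inhibition of at least 50% after viability correction, with every replicate also passing that limit; inconclusive = mean reaches 50% but only one of two replicates passes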;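 note: firefly luciferase signal divided by Alamar Blue viability fluorescence both relative to DMSO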
ERAP1 inh: inhibitors of human ERAP1 aminopeptidase | 340,000 compounds, 0.15% hits | recombinant ERAP1, Leu-AMC fluorescence, 60 min | inhibition, % at 10.7 µM | Q9NZ08 | AID 652197;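 active = mean replicate inhibition of at least 30%, or all replicates individually reaching that 30% level; inactive = mean below 30% and not every replicate reaching it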;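 note: 0% = neutral control wells and 100% = L-leucinethiol positive control wells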
Target sequence (Q9NZ08 whole entry, looked up): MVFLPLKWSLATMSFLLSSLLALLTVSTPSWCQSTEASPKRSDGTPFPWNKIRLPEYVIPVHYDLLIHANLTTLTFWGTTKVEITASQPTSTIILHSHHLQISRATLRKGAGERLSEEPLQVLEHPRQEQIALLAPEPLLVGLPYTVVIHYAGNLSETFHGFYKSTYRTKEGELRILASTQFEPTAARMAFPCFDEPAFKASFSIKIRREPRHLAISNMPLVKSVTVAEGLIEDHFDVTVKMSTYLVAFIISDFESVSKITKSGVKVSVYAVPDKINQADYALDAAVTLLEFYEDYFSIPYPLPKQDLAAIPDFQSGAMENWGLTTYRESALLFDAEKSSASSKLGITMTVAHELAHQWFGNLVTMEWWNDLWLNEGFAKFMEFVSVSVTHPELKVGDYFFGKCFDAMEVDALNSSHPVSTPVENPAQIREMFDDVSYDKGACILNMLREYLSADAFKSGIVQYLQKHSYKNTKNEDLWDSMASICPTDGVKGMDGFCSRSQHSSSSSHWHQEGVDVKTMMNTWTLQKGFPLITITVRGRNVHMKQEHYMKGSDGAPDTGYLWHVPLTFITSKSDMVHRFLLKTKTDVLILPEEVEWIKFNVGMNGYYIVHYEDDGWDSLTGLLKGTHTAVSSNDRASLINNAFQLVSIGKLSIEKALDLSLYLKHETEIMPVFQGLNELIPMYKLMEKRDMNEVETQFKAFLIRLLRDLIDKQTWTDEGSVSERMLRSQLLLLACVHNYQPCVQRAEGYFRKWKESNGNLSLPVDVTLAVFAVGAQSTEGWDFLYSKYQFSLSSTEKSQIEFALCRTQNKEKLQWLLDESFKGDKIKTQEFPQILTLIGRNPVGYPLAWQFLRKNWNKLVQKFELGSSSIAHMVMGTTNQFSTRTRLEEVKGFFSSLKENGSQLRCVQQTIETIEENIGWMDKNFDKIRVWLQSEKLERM
S100A4 inh HTS: inhibitors of human S100A4 binding to myosin IIA peptide; P26447; S100A4/TAMRA-MyoIIA peptide fluorescence polarization; inhibition, % at 10.7 µM; 360,000 compounds, 0.14% hits; AID 652163;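 active = mean inhibition of at least 70% across replicates, with every replicate also reaching that level; inconclusive = mean inhibition reaches 70% but some replicates fall short; inactive = mean inhibition below 70%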
Target sequence (P26447 whole entry, looked up): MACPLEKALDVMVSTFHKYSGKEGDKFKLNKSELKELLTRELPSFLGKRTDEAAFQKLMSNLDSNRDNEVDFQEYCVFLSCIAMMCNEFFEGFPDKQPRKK
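Test system: S100A4 monomer protein; Medium: HEPES pH 7.2 with CaCl2, KCl, NaCl, DTT, Triton; Probe or stimulus: TAMRA-labelled myosin IIA heavy-chain peptide probe, 5 nM; Doses: one dose per compound; Times: polarization read 5 min after assay mix addition, stable 5–60 min; Benchmarks: neutral control DMSO, positive control TFP.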
PglD inh: PglD (C. jejuni) enzyme inhibition; purified PglD enzyme, DTNB colorimetric CoA detection; inhibition, % at 12.5 µM; 360,000 compounds, 0.098% hits; in the data active = inhibition above about 16%, passing the limit was not always enough; inconclusive = no clear call, values can overlap the other calls; note: strong numbers were not always called active
LGR2 inh: blocks bursicon-induced cAMP signaling via Drosophila LGR2; HEK293 LGR2, CRE-luciferase, bursicon-stimulated, 4 h; inhibition, % at 9.99 µM; 380,000 compounds, 0.35% hits; AID 720647;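 active = drop in luminescence signal, shown as inhibition above about 50% in the replicate tests, limit read from the data, passing the limit was not always enough; inconclusive = probably only some replicates passing the limit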;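 note: agonist challenge used bursicon conditioned medium at about half maximal strength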
PAX8 inh HTS: inhibitors of PAX8 transcriptional activity in RMG-I cells | 360,000 compounds, 1.2% hits | AID 652154 | inhibition, % at 12.6 µM | RMG-I TPO-luciferase reporter, SteadyGlo, 24 h;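 active = mean replicate inhibition at least 60% with every replicate also reaching 60%; inconclusive = only one of the two criteria is met; inactive = mean below 60% and not all replicates reaching 60%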;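 note: luciferase light reporting Pax8 driven TPO promoter activity; plate controls were median of neutral control wells for no effect and mitoxantrone controls for full effect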
PGC1a acetyl inh: modulators of PGC1a acetylation; U2OS PGC1a acetylation, AlphaScreen anti-acetyl-lysine; with virally co-expressed GCN5 acetyltransferase; inhibition, % at 15.6 µM; 350,000 compounds, 0.17% hits;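 active = every replicate shows inhibition of at least 40%; inconclusive = mean inhibition at least 40% but some replicate below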;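 note: 0% = neutral control wells and 100% = positive control wells; some results beyond the cut were filed as inactive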
* = called active by the depositor; ? = inconclusive; · = no result given; & = joins results of further samples.

SMILES	FN deposition inh	EWS-Fli inh	ERAP1 inh	S100A4 inh HTS	PglD inh	LGR2 inh	PAX8 inh HTS	PGC1a acetyl inh
O=C(Nc1nc(-c2ccc([N+](=O)[O-])cc2)cs1)c1c(F)cccc1F	3	-2	1	-9	6	-5	-50	·
CC(C)NC(=O)N(C)C[C@@H]1OCCCC[C@H](C)Oc2ccc(NC(=O)CCC(F)(F)F)cc2C(=O)N([C@H](C)CO)C[C@@H]1C	7	·	·	·	4	-11	-5	8
C[C@@H]1CCCCO[C@@H](CN(C)Cc2ccccc2)[C@@H](C)CN([C@H](C)CO)C(=O)c2cc(NS(C)(=O)=O)ccc2O1	·	-5	·	·	·	-3	-25	-2
COc1cccc(-c2cnc3c(NC(C)=O)cc(-c4ccsc4)cn23)c1	2	-7	0	8	6	0	7	·
Cc1c(C(=O)N2CCOCC2)c(S(=O)(=O)Nc2ccc(Br)cc2F)c(C)n1C	3	·	-5	-1	-3	6	0	5
CC(C)N1C(=O)C2C(c3ccccc3O)NC(C)(C(=O)O)C2C1=O (centres undefined)	1	-1	·	-4	5	7	-1	6
O=C(Nc1cnn(Cc2ccc(F)cc2)c1)C(c1ccccc1)c1ccccc1	-4	·	·	·	1	-4	6	·
O=C(OCCN(C1=NS(=O)(=O)c2ccccc21)c1ccccc1Cl)c1ccc(Cl)cc1	11	·	·	·	-9	16	·	0
C[C@@H]1CN([C@@H](C)CO)C(=O)c2ccccc2-c2ccccc2CO[C@@H]1CN(C)C(=O)c1cc(Cl)cc(Cl)c1	-3	-7	-1	-1	·	-5	-13	-1
CN(C)CC(=O)N[C@@H]1CC[C@H](CCn2cc(C3CCCCC3)nn2)O[C@H]1CO	12	2	2	12	3	1	7	5
O=C(CS(=O)(=O)c1ccccc1)NCc1ccc(Cl)cc1	5	·	0	0	-3	-16	3	·
CCCC[n+]1c(C)sc2ccc(C)cc21	-12	8	19	3	·	31	5	·
CCn1c(SCC(=O)N2CCCCCC2)nc2c([nH]c3ccccc32)c1=O	2	13	2	1	-4	-4	24	·
COc1ccc(OC)c(NC(=O)c2cc(-c3cc(F)ccc3OCC3CCCO3)n[nH]2)c1 (centres undefined)	6	7	2	-1	-1	13	13	-23
CCOC(=O)/C(C#N)=C/c1cc2cc(C)c(C)cc2nc1Cl	-16	-18	-2	3	-4	2	-46	-8
Cc1noc(C)c1S(=O)(=O)Nc1ccc2c(c1)C(=O)N([C@@H](C)CO)C[C@H](C)[C@H](CN(C)S(=O)(=O)c1ccc(Cl)cc1)OCCCC[C@H](C)O2	-3	7	-2	-19	0	10	52	·
CC(C)C#Cc1ccc2c(c1)O[C@H](CN(C)C(=O)c1ccccc1)[C@@H](C)CN([C@H](C)CO)S2(=O)=O	·	2	3	-27	0	4	-14	6
CCc1ccc(NCCC(=O)c2ccc(Cl)cc2)cc1	-4	·	·	·	2	-24	·	-14
c1ccc(-c2nc3cc4ccccc4cc3[nH]2)nc1	-3	·	·	·	1	·	-2	-2
COc1ccc(CNc2ncc(-c3ccc(F)cc3)n2C)c2ccccc12	-6	82*	-3	6	-1	0	46	5
CC(=O)C1=C(O)C(=O)N(CCc2c[nH]c3ccccc23)C1c1ccccc1 (centres undefined)	1	7	5	-4	·	-21	-12	27
CO[C@H]1CN(C)C(=O)c2ccc(NC(=O)Nc3cccc(Cl)c3)cc2OC[C@@H](C)NC[C@H]1C	-3	-2	-10	-7	4	-1	-3	0
c1coc(CNCc2cccs2)c1	-2	·	·	·	3	·	3	1
Cc1ccc(S(=O)(=O)N(C)C)cc1NC(=O)COC(=O)CN1C(=O)c2ccccc2C1=O	2	3	0	6	0	-4	10	6
COc1ccc(OC)c(N=C2SCCCN2C(=O)c2ccc(N3C(=O)CCC3=O)cc2)c1	4	-7	3	1	·	2	-14	·
CCC(=O)Nc1ccc2c(c1)C(=O)N(C)C[C@@H](OC)[C@H](C)CN(Cc1cccnc1)[C@@H](C)CO2	-5	-7	-2	7	0	1	·	9
COc1ccc(OC)c(NC(=O)Cn2c(=O)n(CC3CCCO3)c(=O)c3cc(OC)c(OC)cc32)c1 (centres undefined)	-5	4	-1	0	-1	-21	-2	11
Cc1ccc(S(=O)(=O)N2CCN(C(=O)c3ccc(-n4cncn4)c([N+](=O)[O-])c3)CC2)cc1C	-1	5	-1	-3	-2	-6	1	·
CC(C)(C)N(Cc1ccccc1)C(=O)COC(=O)c1ccc([N+](=O)[O-])o1	·	7	-2	-4	0	9	10	11
COc1ccccc1NC(=O)NCC1(N(C)C)CCCCC1	3	-8	-3	-3	0	7	10	23
CC(=O)NNc1ccc(C(F)(F)F)cc1[N+](=O)[O-]	·	-1	9	0	6	10	·	3
CC(C)NC(=O)Nc1cccc2c1O[C@H](CN(C)S(=O)(=O)c1cn(C)cn1)[C@@H](C)CN([C@@H](C)CO)C2=O	-1	3	0	-4	1	-15	·	0
COc1ccc(NC(=O)N(C)C[C@H]2Oc3ccc(NC(=O)CCCCCC(=O)Nc4ccccc4N)cc3CC(=O)N([C@@H](C)CO)C[C@H]2C)cc1	·	-10	0	7	0	0	-10	7
Cc1cc(C)cc(C(=O)Nc2c3c(nn2C(C)(C)C)CS(=O)(=O)C3)c1	0	-1	-3	-8	-4	-10	-4	0
COc1cccc2c(Cl)c(CCCl)c(C)nc12	0	6	-9	6	0	-9	-20	-1
CN(CC(=O)Nc1ccccc1C(F)(F)F)CC(=O)N1CCCCCC1	4	-4	0	-3	4	5	4	4
CC(C)(C)c1ccc(N=C2SCC(=O)N2Cc2cccs2)cc1	3	3	·	-18	·	-6	5	-5
COc1ccc(CCN(C)CCC(=O)Nc2c(C)cc(C)cc2C)cc1OC	4	·	·	·	6	·	-13	5
COc1ccccc1NC1=NC(CO)(CO)CS1	-3	-1	-1	-1	-9	4	4	6
CCC(=O)Nc1ccc(C(=O)NNC(=O)c2ccc([N+](=O)[O-])cc2)cc1	-3	3	-3	-8	-2	12	4	3
CCC(=O)N1CCC(C)(C(=O)NCc2ccc(F)cc2)C1 (centres undefined)	0	-5	-3	-5	-4	-6	-5	·
O=C(O)/C=C/c1ccc(S(=O)(=O)NCc2ccco2)cc1	·	5	-2	1	·	18	-7	·
O=C1NC[C@H](Cc2ccccc2)N(C[C@@H]2CCCN2C[C@H](Cc2ccc(O)cc2)N2C[C@H](Cc3ccccc3)N(CC3CCCCCC3)C(=O)C2=O)C1=O	-4	23	·	0	·	13	14	·
N#C/C(=C(/O)c1ccc([N+](=O)[O-])cc1)c1nc2ccccc2[nH]1	-9	-6	1	-1	-6	-4	-7	-9
Cc1cccc(N2CCN(C(=O)c3cccs3)CC2)c1C	-3	-2	-1	-4	-7	-2	-6	-7
C[C@H](NC(=O)C[C@H]1C[C@@H]2c3cc(NC(=O)CN(C)C)ccc3O[C@@H]2[C@H](CO)O1)c1ccccc1	-5	11	3	108*	-1	-4	-10	-5
CCNC(=O)[C@@H]1[C@@H](CO)[C@@H]2Cn3c(ccc(-c4ccccc4)c3=O)[C@@H]2N1Cc1ccccc1	·	1	3	23	0	-11	·	·
Cc1cccc(C)c1OCc1nc2ccccc2[nH]1	4	4	1	-18	·	-11	-2	·

Compound profiles, as listed above. Screens in order: FN deposition inh | EWS-Fli inh | ERAP1 inh | S100A4 inh HTS | PglD inh | LGR2 inh | PAX8 inh HTS | PGC1a acetyl inh
N#C/C(=C(/O)c1ccc([N+](=O)[O-])cc1)c1nc2ccccc2[nH]1 across the screens: -9 | -6 | 1 | -1 | -6 | -4 | -7 | -9
Cc1cc(C)cc(C(=O)Nc2c3c(nn2C(C)(C)C)CS(=O)(=O)C3)c1 across the screens: 0 | -1 | -3 | -8 | -4 | -10 | -4 | 0
CCCC[n+]1c(C)sc2ccc(C)cc21 across the screens: -12 | 8 | 19 | 3 | · | 31 | 5 | ·

Next section
SMILES	FN deposition inh	EWS-Fli inh	ERAP1 inh	S100A4 inh HTS	PglD inh	LGR2 inh	PAX8 inh HTS	PGC1a acetyl inh
COCC(=O)N(C)C[C@@H]1Oc2cc(C3=CCCC3)ccc2S(=O)(=O)N([C@@H](C)CO)C[C@H]1C	·	-4	-2	12	2	4	-21	3
Cc1cc2cc(CNC(=O)c3ccc(S(=O)(=O)N4CCOCC4)cc3)ccc2n1C	0	0	4	65	-5	8	·	8
CCOCCn1c(CN2CCCCC2C)nc2c1c(=O)n(C)c(=O)n2C (centres undefined)	-15	-1	1	0	-1	-24	·	·
CN(C)S(=O)(=O)N1C(=O)c2ccccc2C1=O	-6	-4	-1	1	-1	-5	-4	2
COc1ccc(CN(C)C[C@H]2Oc3ccc(NC(=O)Nc4ccc(OC)cc4)cc3CC(=O)N([C@@H](C)CO)C[C@H]2C)cc1	·	-6	-3	5	-1	-2	·	1
S=C(NCc1ccco1)N1CCN(c2ccccc2Cl)CC1	-6	-4	2	-8	3	-42	-14	-13
CCn1c2ccccc2c2cc(NC(=O)c3ccccc3[N+](=O)[O-])ccc21	13	0	-1	-2	·	0	36	·
Cn1ccnc1CC(O)(c1ccccc1)c1ccccc1	-8	-8	-2	-3	-1	-4	16	-4
Cc1ccc(C)c(S(=O)(=O)N2CCN(C(=O)CNC(=O)c3sc4ccccc4c3Cl)CC2)c1	·	10	1	3	4	-21	-5	·
C[C@@H]1CN([C@@H](C)CO)C(=O)Cc2cc(N(C)C)ccc2O[C@H]1CN(C)Cc1ccc(C(=O)Nc2ccccc2N)cc1	-2	60*	2	?	2	-17	77*	-8
CCC(C)/C(C)=N/NC(=O)c1ccc(COc2ccc(Cl)c(C)c2)cc1 (centres undefined)	9	-65	1	-1	·	-30	41	·
CSc1cccc(NC(=S)N(CCC(C)C)C2CCN(C(C)C)CC2)c1	7	-6	-1	1	-1	-2	6	1
CNC[C@H]1OCc2cnnn2CCCC(=O)N([C@H](C)CO)C[C@H]1C	9	5	1	36	4	10	·	-1
COc1ccc(/C=C(/C#N)C(=O)Nc2ccccc2C)cc1C(=O)O	5	5	1	3	2	-11	-5	-1
COc1ccc(C2/C(=C(/O)c3ccccc3)C(=O)C(=O)N2CCCN2CCOCC2)cc1 (centres undefined)	-4	2	0	0	0	·	-99	·
C[C@H]1CN([C@@H](C)CO)C(=O)c2cc(NC(=O)c3ccncc3)ccc2O[C@@H]1CN(C)Cc1ccc(-c2ccccc2)cc1	0	0	-1	-5	0	-32	22	-8
Cc1noc(C)c1NC(=O)N(C)C[C@H]1OCCCC[C@@H](C)Oc2ccc(NC(=O)Nc3ccc4c(c3)OCO4)cc2C(=O)N([C@H](C)CO)C[C@@H]1C	·	-3	-2	-8	-3	-3	7	11
COc1cccc(NC(=O)C[C@H]2CC[C@H]3[C@H](COc4ccc(NC(=O)C5CCCCC5)cc4C(=O)N3C)O2)c1	-22	-1	-2	-13	1	2	-2	-15
Cn1c(NCC2CCCCC2)nc2cc(-c3ccsc3)sc2c1=O	-2	0	1	3	1	-5	1	4
CCOC(=O)c1ccc(NC(=S)NCCCN2CCCC2=O)cc1	-9	11	2	-4	-1	29	7	10
COC(=O)C[C@@H]1C[C@H]2c3cc(NS(=O)(=O)c4ccccc4)ccc3O[C@H]2[C@@H](CO)O1	0&4	-14&13	-5&5	1&12	-4&5	-12&5	5	-17

Screening data as filed in PubChem BioAssay.
